Screens (PubChem BioAssay)
EBI2 block: EBI2 receptor antagonists, beta-arrestin recruitment, primary screen, cell-based, luminescence, 7a,25-OHC stimulation, uHTS. 7a,25-OHC stimulated. hit rate 0.81% among 360,000. inhibition, % at 5 µM. AID 651636, 2012. G-protein coupled receptor 183 (Homo sapiens), P32249; in the data active = inhibition above about 38%;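 note: enzyme fragment complementation signal reports receptor beta-arrestin coupling in cells; 0% = agonist plus DMSO wells and 100% = wells without agonist; some results beyond the cut were filed as inactive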
Target sequence (P32249 whole entry, looked up, the tested form may be a part): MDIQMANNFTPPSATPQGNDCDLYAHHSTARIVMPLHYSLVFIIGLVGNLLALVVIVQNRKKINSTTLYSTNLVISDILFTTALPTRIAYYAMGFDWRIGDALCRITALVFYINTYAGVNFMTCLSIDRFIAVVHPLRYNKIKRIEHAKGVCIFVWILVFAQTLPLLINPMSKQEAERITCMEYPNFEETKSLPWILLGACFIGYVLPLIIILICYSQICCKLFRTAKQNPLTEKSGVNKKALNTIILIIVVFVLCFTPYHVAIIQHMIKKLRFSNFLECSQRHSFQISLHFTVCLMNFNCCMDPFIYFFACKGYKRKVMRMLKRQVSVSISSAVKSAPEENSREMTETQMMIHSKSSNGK
GRIN3A LBD mod: binders of NR3A ligand-binding domain, primary screen, biophysical, differential scanning fluorimetry, uHTS; NR3A LBD differential scanning fluorimetry, Tm shift; 0% = protein alone, 100% = glycine-bound protein; hit rate 2.5% among 340,000; Tm shift relative to glycine control, % at 25 µM; AID 1259313, 2017; Glutamate receptor ionotropic, NMDA 3A (GRIN3A) ligand-binding domain;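 active = melting temperature shift of at least 10% of the positive control shift, at one fixed dose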
CCR6 antag: CCR6 receptor antagonists, primary screen, cell-based, CHO-K1, luminescence, beta-arrestin, uHTS; CHO-K1 CCR6 PathHunter beta-arrestin, CCL20-stimulated; inhibition, % at 20 µM; AID 493098, 2011; hit rate 0.49% among 340,000; C-C chemokine receptor type 6 (Homo sapiens), P51684;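 active = compounds whose inhibition of the agonist-driven luminescence signal at 20 µM reaches about 50%, limit read from the data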;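 note: cells stimulated with CCL20 at 14 nM final; plate controls were DMSO with CCL20 for no effect and DMSO without agonist for full effect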
APOBEC3G inh: APOBEC3G DNA deaminase inhibitors, primary screen, biochemical, fluorescence, single-stranded DNA substrate, uHTS | DNA dC->dU-editing enzyme APOBEC-3G (Homo sapiens), Q9HC16 | recombinant A3G, ssDNA deamination FAM/TAMRA fluorescence | inhibition, % at 20 µM | hit rate 0.28% among 330,000 | AID 493012, 2011;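 active = inhibition of at least 40% at 20 µM, with no more than 30% in the related APOBEC3A deaminase screen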;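 note: plate controls were DMSO wells with A3G for no effect and wells lacking A3G enzyme for full effect; some compounds called inactive have numbers as strong as hits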
Target sequence (Q9HC16 whole entry, looked up): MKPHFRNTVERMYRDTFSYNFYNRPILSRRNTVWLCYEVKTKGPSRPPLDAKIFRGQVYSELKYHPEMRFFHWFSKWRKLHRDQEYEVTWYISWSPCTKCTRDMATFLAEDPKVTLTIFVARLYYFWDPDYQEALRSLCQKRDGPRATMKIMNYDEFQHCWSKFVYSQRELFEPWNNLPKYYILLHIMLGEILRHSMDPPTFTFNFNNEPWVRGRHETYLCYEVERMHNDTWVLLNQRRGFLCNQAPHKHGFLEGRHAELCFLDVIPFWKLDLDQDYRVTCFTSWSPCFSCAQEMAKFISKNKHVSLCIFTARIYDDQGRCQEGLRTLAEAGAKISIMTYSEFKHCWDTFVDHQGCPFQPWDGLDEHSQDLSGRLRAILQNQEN
MPTP block: mitochondrial permeability transition pore inhibitors, primary screen, biochemical, isolated mouse mitochondria, absorbance. inhibition, % at 10 µM. hit rate 1.4% among 360,000. Ca2+ swelling absorbance, 30 min;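 active = inhibition of 50% or more, scaled per plate between neutral and stimulator controls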;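 note: 0% = DMSO wells given calcium and 100% = 1 mM EGTA wells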
A3A deaminase: APOBEC3A ssDNA deaminase inhibitors, primary screen, selectivity assay for APOBEC3G inhibitor project, biochemical, FAM/TAMRA oligo cleavage fluorescence. DNA dC->dU-editing enzyme APOBEC-3A (Homo sapiens), P31941. recombinant A3A, FAM/TAMRA ssDNA deamination fluorescence. inhibition, % at 20 µM. hit rate 0.41% among 330,000;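 active = at least 40% inhibition at 20 µM here, with at most 30% in a related deaminase screen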;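 note: plate controls were A3A with DMSO for no effect and wells lacking A3A enzyme for full effect; some results filed as inactive read as strong as hits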
Target sequence (P31941 whole entry, looked up): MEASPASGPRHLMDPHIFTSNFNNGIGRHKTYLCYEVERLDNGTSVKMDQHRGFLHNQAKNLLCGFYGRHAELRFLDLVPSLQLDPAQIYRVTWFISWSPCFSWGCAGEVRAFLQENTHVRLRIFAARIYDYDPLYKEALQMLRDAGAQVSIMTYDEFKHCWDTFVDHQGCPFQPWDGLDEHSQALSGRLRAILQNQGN
Gli-Sufu block: Gli-Sufu pathway antagonists, primary screen, luciferase luminescence, Sufu-KO-LIGHT cells, uHTS; Sufu-KO-LIGHT fibroblasts, Gli luciferase reporter luminescence; inhibition, % at 5 µM; hit rate 0.74% among 340,000;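 active = inhibition above about 55%, limit read from the data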;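 note: 0% = DMSO-treated cells and 100% = wells with medium but no cells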
CXCR6 block: CXCR6 receptor inhibitors, primary screen, cell-based, beta-arrestin, luminescence, CHO-K1 PathHunter, 1536-well; AID 602244, 2012; inhibition, % at 20 µM; hit rate 0.36% among 360,000; in the data active = inhibition above about 34%, passing the limit was not always enough;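 note: antagonist mode with CXCL16 agonist at 10 nM final; 0% = 10 nM CXCL16 with DMSO and 100% = unstimulated wells without agonist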
* marks the source's active call; other numbers are inactive results.

`COc1ccc(C(=O)NCC(=O)N/N=C/c2cccc(OC(=O)c3ccco3)c2)cc1OC` gave EBI2 block -5, GRIN3A LBD mod 0, CCR6 antag 4, APOBEC3G inh -5, MPTP block 1.8, A3A deaminase -1, Gli-Sufu block -9 and CXCR6 block -6.
`Cc1oc2cc(Br)c(O)c(Br)c2c1C(=O)c1ccccc1` gave EBI2 block -4, GRIN3A LBD mod 0, CCR6 antag 6, APOBEC3G inh 2, MPTP block 2.3, A3A deaminase 2, Gli-Sufu block 0 and CXCR6 block -18.
`CCCCc1c(C(=O)O)cc(OC)cc1C(=O)O` gave EBI2 block -7, GRIN3A LBD mod 0, CCR6 antag -7, APOBEC3G inh -1, MPTP block -1.3, A3A deaminase 1, Gli-Sufu block 3 and CXCR6 block 5.
For O=C(CSc1nnc(SCc2ccccc2Cl)s1)N/N=C/c1c[nH]c2ccccc12 the results were EBI2 block 4, GRIN3A LBD mod 26*, CCR6 antag 11, APOBEC3G inh -7, MPTP block 12, A3A deaminase -5, Gli-Sufu block 4 and CXCR6 block -3.
For CCOC(=O)N1CCN(C(=O)c2cc3ccc(OC)cc3[nH]2)CC1 the results were EBI2 block 59*, GRIN3A LBD mod -4, CCR6 antag 4, APOBEC3G inh -6, MPTP block -0.6, A3A deaminase 0, Gli-Sufu block -17 and CXCR6 block -8.
For CCOc1ccccc1N(CC(=O)Nc1cccnc1)S(C)(=O)=O the results were EBI2 block -9, GRIN3A LBD mod 2, CCR6 antag 4, APOBEC3G inh -7, MPTP block 1.7, A3A deaminase -6, Gli-Sufu block 2 and CXCR6 block -1.
For O=C1c2ccc(Cl)cc2S(=O)(=O)c2cccc(C(=O)N3CCC(Cc4ccccc4)CC3)c21 the results were EBI2 block -6, GRIN3A LBD mod -6, CCR6 antag -23, APOBEC3G inh -1, MPTP block 0.0, A3A deaminase 2, Gli-Sufu block 3 and CXCR6 block -29.
Screening O=C(CSc1nnnn1C1CCCCC1)NNC(=O)c1ccco1 returned EBI2 block -4, GRIN3A LBD mod -1, CCR6 antag -1, APOBEC3G inh 0, MPTP block -0.3, A3A deaminase 2, Gli-Sufu block -1 and CXCR6 block -7.
For CCOc1cccc(C(=O)NCc2ccccc2)c1 the results were EBI2 block -2, GRIN3A LBD mod 0, CCR6 antag 12, APOBEC3G inh 0, MPTP block -0.6, A3A deaminase 0, Gli-Sufu block -9 and CXCR6 block 2.
For C=CCn1c(SCc2c(C)noc2C)nnc1C1COc2ccccc2O1 (centres undefined) the results were EBI2 block 2, GRIN3A LBD mod 0, CCR6 antag -1, APOBEC3G inh 0, MPTP block 1.6, A3A deaminase 3, Gli-Sufu block 15 and CXCR6 block 2.
`Cc1nnc2sc(-c3cccc(F)c3)nn2c1=O` gave EBI2 block 5, GRIN3A LBD mod 1, CCR6 antag 10, APOBEC3G inh -11, MPTP block -0.9, A3A deaminase -4, Gli-Sufu block 8 and CXCR6 block 4.
For Cc1ccsc1C(=O)OCC(=O)NCCNC(=O)COC(=O)c1sccc1C the results were EBI2 block -9, GRIN3A LBD mod 0, CCR6 antag 10, APOBEC3G inh -5, MPTP block -1.3, A3A deaminase -2, Gli-Sufu block -5 and CXCR6 block -10.
CC[C@@H](CC1CCCCC1)C(=O)N(Cc1ccccc1)c1ccccc1 was read as EBI2 block 21, GRIN3A LBD mod 9, CCR6 antag 29, APOBEC3G inh -8, MPTP block 5.8, A3A deaminase -6, Gli-Sufu block 6 and CXCR6 block 13.
Screening CCOC(=O)Cn1c(=NC(=O)CSC(C)=O)sc2cc(OC)ccc21 returned EBI2 block 24, GRIN3A LBD mod 1, CCR6 antag 14, APOBEC3G inh 0, MPTP block -0.2, A3A deaminase 3, Gli-Sufu block 5 and CXCR6 block 10.
For O=C(NCc1cccnc1)c1cccc(-c2cc3ccccc3oc2=O)c1 the results were EBI2 block -1, GRIN3A LBD mod -3, CCR6 antag 9, APOBEC3G inh -2, MPTP block 0.8, A3A deaminase -2, Gli-Sufu block -12 and CXCR6 block -1.

Part of the list above in order of heavy-atom count, ascending.
For CCOc1cccc(C(=O)NCc2ccccc2)c1 the results were EBI2 block -2, GRIN3A LBD mod 0, CCR6 antag 12, APOBEC3G inh 0, MPTP block -0.6, A3A deaminase 0, Gli-Sufu block -9 and CXCR6 block 2.
CC[C@@H](CC1CCCCC1)C(=O)N(Cc1ccccc1)c1ccccc1 was read as EBI2 block 21, GRIN3A LBD mod 9, CCR6 antag 29, APOBEC3G inh -8, MPTP block 5.8, A3A deaminase -6, Gli-Sufu block 6 and CXCR6 block 13.
`COc1ccc(C(=O)NCC(=O)N/N=C/c2cccc(OC(=O)c3ccco3)c2)cc1OC` gave EBI2 block -5, GRIN3A LBD mod 0, CCR6 antag 4, APOBEC3G inh -5, MPTP block 1.8, A3A deaminase -1, Gli-Sufu block -9 and CXCR6 block -6.

Returning to the listing; the 3 compounds before the break are reprinted first.
CC[C@@H](CC1CCCCC1)C(=O)N(Cc1ccccc1)c1ccccc1 was read as EBI2 block 21, GRIN3A LBD mod 9, CCR6 antag 29, APOBEC3G inh -8, MPTP block 5.8, A3A deaminase -6, Gli-Sufu block 6 and CXCR6 block 13.
Screening CCOC(=O)Cn1c(=NC(=O)CSC(C)=O)sc2cc(OC)ccc21 returned EBI2 block 24, GRIN3A LBD mod 1, CCR6 antag 14, APOBEC3G inh 0, MPTP block -0.2, A3A deaminase 3, Gli-Sufu block 5 and CXCR6 block 10.
For O=C(NCc1cccnc1)c1cccc(-c2cc3ccccc3oc2=O)c1 the results were EBI2 block -1, GRIN3A LBD mod -3, CCR6 antag 9, APOBEC3G inh -2, MPTP block 0.8, A3A deaminase -2, Gli-Sufu block -12 and CXCR6 block -1.
Screening COC(=O)C(C)(C)c1cccnc1C#N returned EBI2 block 1, GRIN3A LBD mod 2, CCR6 antag 5, MPTP block -2.2, Gli-Sufu block -1 and CXCR6 block 7.
For COc1cccc(CN(C)Cc2cc(=O)oc3c(C)c(C)ccc23)c1 the results were EBI2 block 12, GRIN3A LBD mod -2, CCR6 antag 19, MPTP block 3.1, Gli-Sufu block 30 and CXCR6 block 4.
`COc1ccc(S(=O)(=O)N(CC(=O)NCc2ccco2)c2ccccc2)cc1OC` gave EBI2 block -2, GRIN3A LBD mod 1, CCR6 antag 5, APOBEC3G inh -2, MPTP block 12, A3A deaminase -2, Gli-Sufu block -5 and CXCR6 block 3.
Screening CC(C)C(NC(=O)c1ccc(F)cc1)C(=O)NC1(C)CCS(=O)(=O)C1 (centres undefined) returned EBI2 block -2, GRIN3A LBD mod 1, CCR6 antag 2, APOBEC3G inh -4, MPTP block -2.6, A3A deaminase -1, Gli-Sufu block 0 and CXCR6 block -8.
COc1ccc(N2C(=O)CC(N3CCN(S(=O)(=O)c4c(F)cccc4F)CC3)C2=O)cc1OC (centres undefined) was read as EBI2 block -12, GRIN3A LBD mod -1, CCR6 antag 3, APOBEC3G inh 0, MPTP block 3.7, A3A deaminase 3, Gli-Sufu block 0 and CXCR6 block -7.
`O=C(Nc1ccccc1Cl)C1CCCN(S(=O)(=O)c2ccc(-n3cnnn3)cc2)C1` (centres undefined) gave EBI2 block 3, GRIN3A LBD mod -2, CCR6 antag -1, APOBEC3G inh -6, MPTP block -0.1, A3A deaminase -3, Gli-Sufu block 10 and CXCR6 block 10.
For O=C(CN(Cc1ccccc1Cl)C(=O)c1csnn1)NCc1ccccc1 the results were EBI2 block 3, GRIN3A LBD mod -4, CCR6 antag 17, APOBEC3G inh -9, MPTP block -0.2, A3A deaminase -3, Gli-Sufu block -16 and CXCR6 block 7.
COc1cc(C(=O)NCC(=O)N/N=C/c2ccc(-c3ccc([N+](=O)[O-])cc3)o2)cc(OC)c1OC was read as EBI2 block 6, GRIN3A LBD mod 14*, CCR6 antag 11, APOBEC3G inh -11, MPTP block -2.2, A3A deaminase -6, Gli-Sufu block -7 and CXCR6 block 6.
Screening CCN(CC(=O)NCc1cccs1)C(=O)c1cc(=O)[nH]c2ccccc12 returned EBI2 block -6, GRIN3A LBD mod 0, CCR6 antag 0, APOBEC3G inh -4, MPTP block -2.7, A3A deaminase 0, Gli-Sufu block 3 and CXCR6 block 4.
O=C1NC(=O)C2(CCCCC2)N1 was read as EBI2 block -9, GRIN3A LBD mod -1, CCR6 antag 4, MPTP block 1.0, Gli-Sufu block 5 and CXCR6 block 0.
CC1CCCC(NC(=O)C2CCN(C(=O)Nc3ccccc3)CC2)C1C (centres undefined) was read as EBI2 block -3, GRIN3A LBD mod 2, CCR6 antag 10, APOBEC3G inh 5, MPTP block 0.4, A3A deaminase 4, Gli-Sufu block 0 and CXCR6 block -8.
CCc1ccc(OCC(=O)OCC(=O)c2ccc3c(c2)NC(=O)CO3)cc1 was read as EBI2 block 2, CCR6 antag 1, APOBEC3G inh -2, MPTP block -1.7, A3A deaminase -1, Gli-Sufu block 7 and CXCR6 block 3.
Screening C=CCn1c(SCC(N)=O)nc2scc(-c3ccc(C)o3)c2c1=O returned EBI2 block 2, GRIN3A LBD mod 1, CCR6 antag 1, APOBEC3G inh 15, MPTP block 1.9, A3A deaminase -3, Gli-Sufu block -82 and CXCR6 block 7.
For COc1ccc(C)cc1S(=O)(=O)N1CCC(C(=O)NC2CCCC2)CC1 the results were EBI2 block -2, GRIN3A LBD mod -1, CCR6 antag 5, APOBEC3G inh -7, MPTP block -0.7, A3A deaminase -1, Gli-Sufu block -3 and CXCR6 block -4.
`CCOC(=O)c1c(C)[nH]c(C(=O)OCc2c(C)noc2C)c1C` gave EBI2 block -4, GRIN3A LBD mod 1, CCR6 antag 2, APOBEC3G inh -5, MPTP block 1.8, A3A deaminase 0, Gli-Sufu block 8 and CXCR6 block -8.
`O=C(C1CC1)N1CCc2cc(S(=O)(=O)N3CCN(c4ccccc4)CC3)ccc21` gave EBI2 block -1, GRIN3A LBD mod 3, CCR6 antag 9, APOBEC3G inh -4, MPTP block -1.0, A3A deaminase -1, Gli-Sufu block 3 and CXCR6 block 2.
Screening FC(F)(F)c1cc(-c2cccs2)nc(NCc2ccco2)n1 returned EBI2 block 7, GRIN3A LBD mod 3, CCR6 antag 9, APOBEC3G inh -6, MPTP block 1.5, A3A deaminase -6, Gli-Sufu block 8 and CXCR6 block -8.
CCCCn1c(=O)[nH]c(=O)c2c1nc(-c1ccc(-c3ccccc3Br)o1)n2CC was read as EBI2 block 8, GRIN3A LBD mod 1, CCR6 antag 13, APOBEC3G inh -1, MPTP block -2.5, A3A deaminase -1, Gli-Sufu block 4 and CXCR6 block -1.
Screening O=C(O)CCC(NC(=O)c1cncc(O)c1)C(=O)O (centres undefined) returned EBI2 block -3, GRIN3A LBD mod 2, CCR6 antag -9, APOBEC3G inh -8, MPTP block 0.6, A3A deaminase -6, Gli-Sufu block 2 and CXCR6 block -2.
Screening O=C(Nc1ccccc1)Nc1nnc(-c2cccs2)s1 returned EBI2 block -5, GRIN3A LBD mod 22*, CCR6 antag -7, APOBEC3G inh -9, MPTP block 23, A3A deaminase -4, Gli-Sufu block -74 and CXCR6 block 2.
`O=C(O)CC1(C(=O)O)CCCC1` gave EBI2 block -1, GRIN3A LBD mod -2, CCR6 antag -5, MPTP block -0.2, Gli-Sufu block -43 and CXCR6 block -2.
